All columns: NCI-60 one-dose screen, growth in % after 48 h at 10 µM unless noted; 100 = growth as untreated, 0 = no growth, -100 = all killed.
MDA-MB-468 – MDA-MB-468 breast cancer. actives 8.5% (n = 78,000)
T-47D – T-47D breast cancer; actives 5% (n = 79,000)
MDA-MB-231 – MDA-MB-231 breast cancer; actives 5% (n = 81,000); AID 1794789
K-562 – K-562 leukemia; actives 7.4% (n = 78,000); AID 1794777
MCF7 – MCF7 breast cancer; actives 6.3% (n = 82,000)
HS 578T – HS 578T breast cancer; actives 4.1% (n = 78,000); AID 1794788
SR – SR leukemia cells | AID 1794780 | actives 8.7% (n = 73,000)
BT-549 – BT-549 breast cancer | actives 4.4% (n = 78,000) | AID 1794793
The depositor's hits bear a star; x = not tested or not shown; & = joins results of further samples. How the source made its calls: active means growth percent below 10; inactive means the rest.

Fields: MDA-MB-468	T-47D	MDA-MB-231	K-562	MCF7	HS 578T	SR	BT-549
1	C=C(C)[C@@H]1CC[C@]2(C(N)=O)CC[C@]3(C)[C@H](CC[C@@H]4[C@@]5(C)CCC(=O)NC(C)(C)[C@@H]5CC[C@]43C)[C@@H]12
  89	x	94	62	91	90	x	87
2	C[N+](C)(C)C(Cc1c[nH]c2ccccc12)C(=O)O (configuration not stated)
  x	99	95	99	95	91	88	136
3	O=C(CSc1n[nH]c(-c2ccncc2)n1)c1ccccc1
  103	90	97	92	84	96	96	103
4	c1ccc(-c2cc(-c3nn4c(-c5ccccc5)nnc4s3)c3ccccc3n2)cc1
  95	79	88	x	87	94	x	24
5	CC(=C(c1ccc(OCCN2CCCCC2)cc1)c1ccc(OCCN2CCCCC2)cc1)c1ccccc1
  37	-20*	5.0*	x	-48*	29	x	110
6	Cc1ccc(-c2nc(Nc3cccc(C(=O)O)c3)c3ccccc3n2)cc1
  116	84	96	80	85	66	59	101
7	CCCn1cnc2c(c1=N)C(c1ccc(O)cc1)c1sc3c(F)cccc3c1O2 (configuration not stated)
  104	97	86	95	68	93	88	102
8	CC(C)CCC[C@@H](C)[C@H]1CCC2C3CCN4C(=O)CCC(=O)N4C3CC[C@@]21C (some centres not stated)
  122	64	98	91	88	97	80	85
9	O=C(NO)c1ccc(Cn2c(=O)n(-c3ccccc3F)c(=O)c3ccccc32)cc1
  -11*	8.6*	21	1.1*	21	47	1.6*	21
10	CCOC(=O)C1=C(C)n2nc(CC#N)c(C#N)c2NC1c1ccc(OC)cc1 (configuration not stated)
  105	109	89	107	91	102	92	92
11	COc1ccc(-c2nsc3c2NC(=O)CC3c2ccc(F)cc2)cc1 (configuration not stated)
  1.5*	22	69	10	22	67	3.3*	28
12	NC(=S)N/N=C/c1cn(-c2ccc(C(=O)O)cc2)nc1-c1ccc(C(=O)O)cc1
  94	105	106	108	96	92	116	94
13	COc1ccc(/C=N/n2cnc3c(c(C)nn3-c3ccccc3)c2=N)cc1
  91	84	100	93	83	89	124	100
14	O=C(c1ccccc1)C(Br)C(Br)c1ccccc1 (configuration not stated)
  72	31	112	6.6*	31	104	31	101
15	Cc1ccc(-n2cc3c(-c4cc5c(ccc6ccccc65)oc4=O)nnc(-c4cc5ccccc5o4)c3n2)cc1
  82	64	59	35	36	82	25	78
16	O=C1NC(=O)[C@@H](c2cn3c4c(cccc24)CCC3)[C@@H]1c1c[nH]c2ccccc12
  -0.8*	24	34	9.6*	20	x	14	16
17	COc1ccc(/C=C(/C2=NCCN2)n2ccc3ccccc32)cc1
  90	86	90	84	83	84	80	x
18	Cc1ncc(C#N)c(N)n1
  89	x	99	120	100	92	92	94
19	CCOC(=O)c1cnn(-c2ccc(S(N)(=O)=O)cc2)c1N
  95	103	111	88	95	110	95	96
20	COc1cc2ncnc(Sc3nnc(NC(=O)c4ccc(C)cc4)s3)c2cc1OC
  99	64	84	99	90	103	86	95
21	Cc1cc(=O)oc2cc(OCCOc3ccc(/C=C/C(=O)Nc4ccc(F)c(Cl)c4)cc3)ccc12
  102	83	89	94	88	101	77	111
22	CCC1(c2ccccc2)Oc2ccccc2-n2c(C#N)c3ccccc3c2C1=O (configuration not stated)
  104	92	99	87	85	105	89	104
23	O=C1c2nc3n(c2C(=O)c2nc4n(c21)CCC4)CCC3
  89	106	108	103	96	121	98	x
24	Cc1ccc(C2=Nn3c(N=Nc4c(O)[nH]c5ccc(Br)cc45)nnc3SC2)cc1
  103	89	108	87	89	110	80	99
25	CCSc1nc2nccnc2c(=O)[nH]1
  102&105	103&98	106&99	99&111	106&92	99&106	113&95	98&110
26	COc1ccc(C2CC(=O)c3c(O)cc(OC4OC(CO)C(O)C(O)C4OC4OC(C)C(O)C(O)C4O)cc3O2)cc1O (configuration not stated)
  110	88	104	89	101	104	88	90
27	CCOC(=O)C(C)(N)Cc1ccc(O)c(O)c1 (configuration not stated)
  110	106	95	92	105	107	86	106
28	Cc1c(C)c(Cl)c(C)c(C)c1Cl
  117	91	105	99	93	117	98	106
29	c1cc(SSc2ccncc2)ccn1
  90	93	97	83	86	97	94	88
30	CCOc1nc(-c2cccs2)n2nc(-c3cccs3)cc2n1
  40	63	92	97	38	78	88	96

Reprinted at random: 5 entries already listed, in no set order.
Fields: MDA-MB-468	T-47D	MDA-MB-231	K-562	MCF7	HS 578T	SR	BT-549
23	O=C1c2nc3n(c2C(=O)c2nc4n(c21)CCC4)CCC3
  89	106	108	103	96	121	98	x
18	Cc1ncc(C#N)c(N)n1
  89	x	99	120	100	92	92	94
21	Cc1cc(=O)oc2cc(OCCOc3ccc(/C=C/C(=O)Nc4ccc(F)c(Cl)c4)cc3)ccc12
  102	83	89	94	88	101	77	111
28	Cc1c(C)c(Cl)c(C)c(C)c1Cl
  117	91	105	99	93	117	98	106
19	CCOC(=O)c1cnn(-c2ccc(S(N)(=O)=O)cc2)c1N
  95	103	111	88	95	110	95	96

(listing goes on)
Fields: MDA-MB-468	T-47D	MDA-MB-231	K-562	MCF7	HS 578T	SR	BT-549
31	O=C(N=Nc1c(O)n(Cc2ccccc2)c2ccccc12)c1ccc(Cl)cc1
  66	54	80	31	44	69	39	91
32	CCOC(=O)c1nnn(-c2ccccc2)c1-c1cccnc1
  134	88	105	x	99	97	98	103
33	Cc1ccc(N=NC(C#N)C#N)cc1
  71	71	72	94	84	87	98	92
34	Cc1nn2c(=O)c3c4c(sc3nc2n1-c1ccc(Cl)cc1)CN(C)CC4
  78	75	95	106	84	100	97	93
35	O=C(Nc1sc2c(c1C(=O)O)CCCC2)c1ccc([N+](=O)[O-])cc1
  118	97	93	109	88	102	99	101
36	CCn1c(Cc2ccccc2)nc2c1c(=O)n(C)c(=O)n2C
  91	83	95	104	92	107	101	97
37	CC(=O)OCC(=O)NCCCOc1cccc(CN2CCCCC2)c1
  107	98	120	x	104	116	81	98
38	Cc1ncc(CC#N)c2c1OC(C)(C)OC2
  112	89	103	106	101	x	77	99
39	COc1ccc(/C=C2\CN(C)CC3=C2OC(N)=C(C#N)C3c2ccc(OC)c(OC)c2)cc1OC (configuration not stated)
  84	73	89	94	85	61	63	87
40	O=C(OCc1ccc2c(Br)cc(Br)c(O)c2n1)c1c[nH]c2ccccc12
  46	37	71	31	46	84	62	63
41	COc1ccccc1CC(=O)c1ccccc1OC
  100	97	94	103	106	110	86	109
42	CCCn1nc(C(=O)N2CCCCC2)c2c1CCC(NCCCN1CCCC1=O)C2 (configuration not stated)
  87	96	101	105	90	90	99	93
43	COc1ccc(OC)c(-c2cc(-c3ccc(Cl)cc3)c3c(N)c(C(C)=O)sc3n2)c1
  127	55	89	95	81	83	89	81
44	c1ccc(COc2ccc(Nc3ncnc4c3sc3ncccc34)cc2)cc1
  96	88	103	85	98	98	93	101
45	CCOC(=O)CCN1CCN(c2ccccc2C)CC1
  107	96	102	104	98	104	107	101
46	O=C(N/N=C/c1ccc(Cl)cc1Cl)c1ccc(Br)o1
  x	80	108	112	84	130	76	93
47	CN(C)CCCOc1ccc(OCCCN(C)C)c2c1C(=O)c1ccccc1C2=O
  -34*	-5.6*	-21*	7.1*	8.4*	23	2.7*	x
48	O=C(N/N=C(/C(=N/NC(=O)c1ccccc1)c1ccccc1)c1ccccc1)c1ccccc1
  79	144	89	68	173	110	94	x
49	Cc1cc(C)c2sc(NC(=O)c3ccccc3)nc2c1
  44	35	83	50	44	80	70	69
50	Cc1cccc(N=NN(C)C)c1
  x	101	127	96	98	112	102	99
51	O=[N+]([O-])c1ccc(C=Nc2ccccc2)cc1
  112	94	114	99	102	107	98	114
52	S=c1n(CN2CCOCC2)nc(-c2cc(-c3ccccc3)nc3ccccc23)n1-c1ccccc1
  107	99	103	90	105	x	81	96
53	O=C(/C=C/c1c(-c2ccc(F)cc2)nc2sccn12)c1ccc(F)cc1
  68	72	107	54	58	115	x	99
54	N#CCC1CCCCCC1
  100	88	92	104	94	101	109	107
55	CCCCCCCCC(=O)N1CCOCC1
  x	104	104	108	93	142	107	108
56	COc1cc(C(=O)Nc2ccc(S(=O)(=O)Nc3nc(C)cc(C)n3)cc2)cc(OC)c1OC
  85	101	91	120	95	97	91	101
57	COc1c(OC)c(OC)c2c(=O)cc(-c3ccc4c(c3)OCO4)oc2c1OC
  106	76	80	84	84	96	62	105
58	O=C(C1=CN(Cc2ccccc2)CCS1)N(Cc1ccccc1)c1ccccc1
  96	76	109	87	86	105	92	103
59	O=[N+]([O-])c1ccc(Br)cc1
  105	91	109	97	99	111	107	98
60	CCCCOc1ccc(Br)cc1
  114	106	93	75	100	113	72	115
61	O=C1NC(=C(Cl)Cl)/C(=N/S(=O)(=O)NCc2ccc(Cl)cc2)N1
  44	61	106	117	84	99	109	117
62	C=C(C)C#CCN(CCO)C(C)C
  95	115	115	106	95	99	97	120
63	CCn1nccc1N
  118	109	120	107	101	96	86	90
64	c1cncc(-c2ccnc3ccnn23)c1
  100	96	125	102	92	112	104	x
65	CC1(C)CC[C@]23CC[C@]4(C)[C@H](CC[C@@H]5[C@@]6(C)Cc7cn[nH]c7C(C)(C)[C@@H]6CC[C@]54C)[C@H]2[C@H]1OC3=O
  103	92	87	104	100	102	x	113
66	CC(=O)C(=O)Nc1ccccc1
  109	114	110	93	98	104	93	115
67	Cc1cccc(N2CCC(=O)NC2=S)c1
  100	105	90	112	97	107	121	104
68	O=C1C(Nc2ccc(S(=O)(=O)Nc3nccs3)cc2)=C(I)C(=O)c2ncccc21
  98	104	103	86	91	104	109	107
69	CCOC(=O)c1c2c(c(C)n1C)-c1[nH]c(=O)ncc1CC2
  92	77	92	92	87	98	100	94
70	COc1cc(/C=C2/C(=O)Nc3cc(Cl)ccc32)ccc1O
  71	51	49	80	46	49	57	76
71	COc1ccc(N=S=O)cc1
  110	100	98	x	97	x	x	99
72	O=c1oc2ccccc2cc1-c1ccnc2[nH]c(=S)[nH]c(=O)c12
  55	61	85	99	x	100	70	82
73	O=C(NO)c1ccc(-n2nc(-c3ccccc3)c3ccccc32)cc1
  53	37	40	38	22	55	23	67
74	COc1ccc(-c2cc(C(=O)Nc3nc4ccc(Cl)cc4s3)nc3cc(-c4ccccc4)nn23)cc1OC
  104	104	106	117	105	96	104	130
75	CCN1CCN(c2ccc(Nc3ncc4ccc5ncn(C(C)C)c5c4n3)nc2)CC1
  -41*	x	0.7*	9.1*	-1.9*	-21*	3.9*	-25*
76	CCn1cc(C(=O)N/N=C/c2cccc(F)c2)c(=O)c2cc(F)c(N3CCNC(C)C3)c(F)c21 (configuration not stated)
  72	72	-50*	-52*	-84*	81	-29*	83
77	COc1cc(CC2COC(=O)C2(O)Cc2ccc(O)c(OC)c2)ccc1O (configuration not stated)
  48	58	88	49	79	99	46	67
78	Cc1nc2ccccc2c(/C=C/c2ccc(Cl)cc2)c1C(=O)c1ccccc1
  84	59	91	63	59	94	83	113
79	O=C1/C(=C/c2cc(O)c(O)c(O)c2)Oc2cc(O)ccc21
  117	x	108	99	97	110	94	94
80	O=C1NN(c2ccccc2)C(=O)/C1=C\c1ccccc1O
  88	104	99	79	84	95	59	85
81	O=CN1N=C(c2ccccc2)CC1c1cn(Cc2ccc(Cl)cc2)c2ccccc12 (configuration not stated)
  54	32	77	36	73	72	45	105
82	O=C(CCc1nnc(C2CCCN2)o1)c1nc2ncccc2[nH]1 (configuration not stated)
  89	96	101	104	100	100	100	102
83	Nc1nnc(CSc2nnc3sc4ccccc4n23)s1
  118	99	100	100	98	108	100	117
84	COc1ccc(-c2csc(NC(=O)COC(=O)/C=C/c3ccco3)n2)cc1
  36	36	96	116	87	104	118	122
85	CC(C)NCCOC(=O)c1ccccc1
  108	x	107	96	91	103	95	98
86	CSc1ccccc1NC(=O)CN(C)Cc1c(O)ccc2cc(Br)ccc12
  x	94	93	89	98	121	83	79
87	CC(C)Nc1ccc(Nc2ccc(NC(C)C)cc2)cc1
  -7.1*	32	33	25	29	73	26	53
88	O=C1CC2CC=CCN2C=C1NC(=O)c1ccc2ccccc2c1 (configuration not stated)
  121	87	111	89	88	117	74	80
89	O=C(O)c1c[nH]c(=O)cc1O
  102	112	100	99	98	109	98	103
90	O=c1/c(=C/c2ccc([N+](=O)[O-])cc2)sc2nc3ccccc3n12
  97	110	99	105	92	114	102	115

Whole records as entered above:
COc1ccc(OC)c(-c2cc(-c3ccc(Cl)cc3)c3c(N)c(C(C)=O)sc3n2)c1 across the screens: MDA-MB-468 = 127; T-47D = 55; MDA-MB-231 = 89; K-562 = 95; MCF7 = 81; HS 578T = 83; SR = 89; BT-549 = 81
O=C1CC2CC=CCN2C=C1NC(=O)c1ccc2ccccc2c1 (configuration not stated) across the screens: MDA-MB-468 = 121; T-47D = 87; MDA-MB-231 = 111; K-562 = 89; MCF7 = 88; HS 578T = 117; SR = 74; BT-549 = 80
CCn1nccc1N across the screens: MDA-MB-468 = 118; T-47D = 109; MDA-MB-231 = 120; K-562 = 107; MCF7 = 101; HS 578T = 96; SR = 86; BT-549 = 90

(cont.)
Fields: MDA-MB-468	T-47D	MDA-MB-231	K-562	MCF7	HS 578T	SR	BT-549
91	Cn1cc(-c2nn3cc(-c4nccs4)nc3s2)c2cc(Cl)ccc21
  92	82	88	107	67	80	108	109
92	CN(C(=O)N(C)c1ccccc1)c1ccccc1
  111	99	113	88	104	92	107	104
93	CCn1c2ccc(/C=N/OCCCN(C)C)cc2c2cc(/C=N/OCCCN(C)C)ccc21
  -67*	105	-9.9*	-17*	-92*	74	-41*	61
94	NS(=O)(=O)c1ccc(Nc2nccc(Nc3ccc4[nH]ncc4c3)n2)cc1
  64	50	86	75	60	83	66	106
95	O=C(O)c1ccc(-n2cc(/C=N/Nc3c(F)c(F)cc(F)c3F)c(-c3ccc(I)cc3)n2)cc1
  56	49	65	23	49	76	61	79
96	O=c1c2ccccc2nc(-c2ccccc2)n1-c1ccc(S(=O)(=O)Nc2ccccn2)cc1
  106	100	103	92	93	114	104	89

Two compounds from above, reduced to MDA-MB-468 and K-562:
| # | compound | MDA-MB-468 | K-562 |
| --- | --- | --- | --- |
| 95 | O=C(O)c1ccc(-n2cc(/C=N/Nc3c(F)c(F)cc(F)c3F)c(-c3ccc(I)cc3)n2)cc1 | 56 | 23 |
| 96 | O=c1c2ccccc2nc(-c2ccccc2)n1-c1ccc(S(=O)(=O)Nc2ccccn2)cc1 | 106 | 92 |
